# Source: PubChem
# RNase H inhibition: RNase H inhibition, HIV 1 Gag Pol polyprotein, FRET biochemical assay, screening (AID 372) | HIV-1 RT RNase H, FRET RNA/DNA substrate fluorescence; higher % means a stronger effect | hit rate 0.77% among 100,000 | one-dose inhibition, % at 10 µM; IC50 in µM for titrated hits; in the data active = inhibition above about 50%
# * marks the source's active call; other numbers are inactive results. Not all compounds are listed; the hit share may differ from the screen's.
SMILES,RNase H inhibition
CCOc1cc(/C=N/c2ncn[nH]2)ccc1OCc1ccccc1C#N,16%
COC(=O)Oc1ccc(/C=N/NC(=O)CN(c2ccccc2Br)S(C)(=O)=O)cc1OC,8%
COC(=O)COc1ccc(/C=N/n2cnnc2)cc1OC,0%
O=C(Cc1ccc(F)cc1)Nc1cccc(Br)c1,3%
COc1cccc(NC(=O)CSCc2ccc(Cl)cc2)c1,7%
Cc1cc(NC(=O)c2ccc(-c3cccc([N+](=O)[O-])c3)o2)ccc1NC(=O)c1ccco1,13%
CCC(C)c1ccc(NC(=O)c2ccco2)cc1 (stereo unspecified),3%
COc1ccc(C)cc1NC(=O)CN(c1cccc([N+](=O)[O-])c1)S(=O)(=O)c1ccccc1,11%
O=C1Nc2ccc(Br)cc2C(c2ccccc2Cl)=N/C1=C/c1ccoc1,20%
O=C(Nc1ccc2c(c1)C(=O)c1ccccc1C2=O)c1ccc(-c2ccc(Br)cc2)o1,26%
CCOc1cc(Br)cc(/C=N\NC(=O)C2C(=O)NCC2c2ccccc2)c1O (stereo unspecified),10%
COc1ccc2oc(C(Cl)(Cl)Cl)cc(=O)c2c1,0%
CC(C)(C)C1=C/C(=C\c2ccccc2)C(C(C)(C)C)=C(O)C1=O,46%
COc1ccc(C(=O)CSc2nnc(Sc3nc4ccccc4[nH]3)o2)cc1,3%
C=CCNC(=S)NC(=O)/C=C/c1ccccc1,14%
COc1ccc(OC)c(N2C(=O)NC(=O)/C(=C/c3ccc(C)s3)C2=O)c1,5%
O=C(CCOc1ccccc1)NNC(=O)COc1ccccc1,10%
O=C(Nc1nc(-c2ccc(F)c(F)c2)cs1)c1cc(F)c(F)cc1Cl,10%
CC(C)C(NC(=O)c1ccc(CN2CCc3ccccc3C2)cc1)C(C)C,3%
CCc1ccc(C2C(C(=O)OCC3CCCO3)=C(C)NC3=C2C(=O)CCC3)cc1 (stereo unspecified),5%
CCOC(=O)COc1c(Br)cc(C=O)cc1OC,0%
CCCOc1cccc(NC(=O)c2cc(C)oc2C)c1,0%
COc1cc(/C=C2\C(=O)NC(=O)N(c3cc(C)cc(C)c3)C2=O)c(Br)cc1O,18%
O=C(O)c1ccccc1NC1=C(Cl)C(=O)N(c2ccccc2Cl)C1=O,0%
Cc1ccc(C2C3=C(Nc4c2c(=O)[nH]c(=O)n4C)c2ccccc2C3=O)cc1 (stereo unspecified),16%

# Next section.
SMILES,RNase H inhibition
COc1ccccc1C(=O)N/C(=C\c1ccc(Br)cc1)C(=O)N1CCCCC1,12%
CC(CN1CCOCC1)C(=O)c1ccccc1 (stereo unspecified),9%
CCOC(=O)C(=O)Nc1ccccc1C(=O)Nc1ccccc1Br,0%
COc1ccc(CNC(=O)CN(c2ccccc2)S(=O)(=O)c2ccccc2[N+](=O)[O-])cc1,2%
COC(=O)COc1c(I)cc(C=O)cc1OC,5%
C=CCn1c(O)c(C=NCC2(C)CC(O)CC(C)(C)C2)c(=O)[nH]c1=S (stereo unspecified),0%
Cc1ccccc1COc1ccccc1/C=c1\sc2nc3ccccc3n2c1=O,3%
COc1ccc(C2C(C(=O)c3nccs3)=C(O)C(=O)N2c2ccc(Cl)cc2)cc1OC (stereo unspecified),0%
Cc1ccccc1N1C(=O)C(O)=C(C(=O)/C=C/c2ccccc2)C1c1ccc(Br)cc1 (stereo unspecified),9%
CCCCOc1ccc(C(=O)NC(C)c2ccc(OC)cc2)cc1 (stereo unspecified),0%
COc1ccc(N2C(=O)C(O)=C(C(C)=O)C2c2cccc([N+](=O)[O-])c2)cc1 (stereo unspecified),2%
CCOC(=O)c1c(-c2ccccc2)csc1NC(=O)c1sc2cc(F)ccc2c1Cl,6%
O=C(CSC1CC(=O)N(c2ccc(F)cc2)C1=O)Nc1ccc2ccccc2c1 (stereo unspecified),8%
Cc1ccc(C)c(OCCOc2ccc(Cl)cc2/C=C2\SC(=S)NC2=O)c1,63%*
COc1ccc(CC(=O)Nc2cccc3c2CCCC3)cc1,3%
O=C(Nc1cc(Cl)c(Cl)cc1Cl)c1ccc2c(c1)OCCO2,11%
CCOC(=O)C1=C(C)N=c2s/c(=C/c3cc(Br)ccc3OC)c(=O)n2C1c1ccc(OC)cc1 (stereo unspecified),18%
O=C(/C=C/c1ccc(-c2ccc(Cl)c([N+](=O)[O-])c2)o1)c1ccc(Cl)cc1,12%
Cc1cccc(N=C2c3ccccc3C(=O)C2c2ccc3ccccc3c2)c1 (stereo unspecified),21%
O=C1NC2=C(C(=O)c3ccccc32)C(c2ccccc2)N1 (stereo unspecified),0%
CCOC(=O)CCP(=O)(CC)CC,24%
O=C(NCCCCOc1ccccc1)C(O)(c1ccccc1)c1ccccc1,7%
COc1ccc(NC(=O)CCCOc2ccccc2)c(OC)c1,0%
Cc1occc1C(=O)N/N=C/c1cccc(Cl)c1Cl,13%
Cc1ccc(S(=O)(=O)Nc2ccc(NS(=O)(=O)c3ccc(C)cc3C)cc2)c(C)c1,13%

# A second format for some results above:
canonical_smiles: CCCCOc1ccc(C(=O)NC(C)c2ccc(OC)cc2)cc1 (stereo unspecified)
  RNase H inhibition: 0%

canonical_smiles: CCOC(=O)C1=C(C)N=c2s/c(=C/c3cc(Br)ccc3OC)c(=O)n2C1c1ccc(OC)cc1 (stereo unspecified)
  RNase H inhibition: 18%

# (further entries)
SMILES,RNase H inhibition
CCOc1ccc(C(=O)Nc2ccc3oc(-c4cccc(I)c4)nc3c2)cc1,7%
CCCOc1ccc(N2C(=O)CC(N3CCN(C(=O)OCC)CC3)C2=O)cc1 (stereo unspecified),5%
CCOc1cc(C=O)cc(Br)c1OCc1cccc(C)c1,18%
COc1ccccc1N/C=C/C(=O)c1ccccc1,4%
OC(c1ccccc1)c1nc2ccccc2[nH]1 (stereo unspecified),0%
CCCC(=O)NC(N(C)Cc1ccccc1)C(Cl)(Cl)Cl (stereo unspecified),15%
Cc1nnsc1C(=O)N/N=C/c1ccc(O)cc1,24%
COc1cc(Br)ccc1OCC(=O)N=Nc1c(O)n(C)c2c(C)cccc12,52%*
Cc1ccc(Nc2nnc(-c3cc4c(ccc5ccccc54)oc3=O)s2)cc1,2%
COc1cc(C=C2C(=O)N(C)C(=S)N(C)C2=O)ccc1OCc1ccc(F)cc1,8%
O=[N+]([O-])c1ccc(C2Nc3c(cccc3C(F)(F)F)C3C=CCC32)cc1 (stereo unspecified),23%
COc1cc(/C=C(/C#N)C(=O)Nc2cccc(Br)c2)cc(Cl)c1O,18%
O=C(CCN1C(=O)/C(=C/c2ccccc2Cl)SC1=S)Nc1cccc(Cl)c1Cl,19%
O=C(c1ccc(-c2ccc(Cl)cc2)o1)N1CCN(c2ccc([N+](=O)[O-])cc2Cl)CC1,14%
CC1(C)Cc2c(sc3nc(NN)n(-c4ccccc4)c(=O)c23)CO1,8%
CC(=O)CCc1oc2ccccc2c1-c1ccc(C)o1,17%
Cc1[nH]n(-c2nc(-c3ccc(Cl)cc3)cs2)c(=O)c1N=Nc1c(Br)cc(Br)cc1Br,19%
COc1ccc(N(CC(=O)NCc2ccco2)S(C)(=O)=O)cc1Cl,0%
COc1ccc(N(CC(=O)N2CCOCC2)S(=O)(=O)c2ccc(C)c([N+](=O)[O-])c2)cc1,16%
c1ccc(CSc2nccn2Cc2ccccc2)cc1,6%
CCCCCCNC(=O)C(NC(=O)c1ccccc1)C12CC3CC(CC(C3)C1)C2 (stereo unspecified),17%
Cc1ccc(N=C2NC(=O)/C(=C/c3ccc(C(C)C)cc3)S2)cc1Cl,33%
CC(NC(=O)C(Cc1ccccc1)NC(=O)c1ccccc1)C(=O)O (stereo unspecified),0%
NCCCCNc1ccc([N+](=O)[O-])cc1,5%
CC1(C)CC(NC(=O)CCc2cc(C(C)(C)C)c(O)c(C(C)(C)C)c2)CC(C)(C)N1,12%

# Next part, overlapping the part above by three compounds.
SMILES,RNase H inhibition
CC(NC(=O)C(Cc1ccccc1)NC(=O)c1ccccc1)C(=O)O (stereo unspecified),0%
NCCCCNc1ccc([N+](=O)[O-])cc1,5%
CC1(C)CC(NC(=O)CCc2cc(C(C)(C)C)c(O)c(C(C)(C)C)c2)CC(C)(C)N1,12%
O=C(COC(=O)c1cc(-c2ccccc2)nc2ccc(Cl)cc12)c1cccc([N+](=O)[O-])c1,4%
CC(C)c1ccc(NC(=O)CN(c2cccc(C(F)(F)F)c2)S(C)(=O)=O)cc1,17%
O=C(O)c1cnn2c(C(F)(F)F)cc(-c3ccc(F)cc3)nc12,3%
COc1ccc(NS(=O)(=O)c2ccc3c(c2)OCCO3)cc1OC,4%
CCOC(=O)c1c(NC(C)=O)sc(C)c1-c1ccccc1,18%
COc1ccc(N(CC(=O)Nc2cccc(Br)c2)S(=O)(=O)c2ccc(C)cc2)c(OC)c1,9%
O=C(/C=C/Nc1cccc(O)c1)c1ccc(Br)cc1,15%
Cc1cccc(OCC(=O)Nc2ccccc2C(F)(F)F)c1,6%
CCOc1cc(C2C(C(=O)OC3CCCC3)=C(C)NC3=C2C(=O)CC(c2ccc(OC)cc2)C3)cc(Br)c1O (stereo unspecified),13%
COc1cccc(C(=O)NNC(=O)c2ccc([N+](=O)[O-])cc2[N+](=O)[O-])c1,9%
Cc1ccc(N2C(=O)C(Cl)=C(Nc3cccc(O)c3)C2=O)cc1Cl,0%
CC(=O)c1cccc(NC(=O)c2ccncc2)c1,3%
COc1ccccc1N1CCN(/N=C\c2ccccn2)CC1,3%
Cc1ccc(NC(=S)NC(=O)c2cccc(F)c2)cc1,3%
CCOC(=O)C1=C(C)N=c2s/c(=C/c3ccc(F)cc3)c(=O)n2C1c1cccc([N+](=O)[O-])c1 (stereo unspecified),0%
Cc1ccc(NC(=O)C2CC(=O)N(c3cc(C)ccc3C)C2)cc1 (stereo unspecified),2%
CCOc1ccc(NCC(=O)N/N=C/c2ccc(O)cc2O)cc1,8%
Cc1ccc(NC(=O)CSCc2ccccc2Br)cc1,12%
Cc1ccc(S(=O)(=O)N2CC(=O)Nc3ccccc32)cc1,12%
CCOC(=O)c1ccc(-c2ccc(/C=C/C(=O)c3ccc(F)cc3)o2)cc1,7%
O=C(O)c1ccc(N/N=C/c2ccccc2C(F)(F)F)cc1,6%
CC1=C(C(=O)OC2CCCC2)C(c2coc3ccc(Cl)cc3c2=O)C2=C(CCCC2=O)N1 (stereo unspecified),0%
CCOc1ccc(OCCSc2nnnn2C2CCCCC2)cc1,8%
C/C(=N\N=C1\NC(=O)C(CC(=O)Nc2ccc(C(=O)O)cc2)S1)c1ccc([N+](=O)[O-])cc1 (stereo unspecified),4%
O=C1NC(=S)S/C1=C\c1ccccc1C(=O)O,19%

# A different layout for 3 compounds above.
structure: Cc1ccc(NC(=S)NC(=O)c2cccc(F)c2)cc1
  RNase H inhibition = 3%
structure: CCOC(=O)C1=C(C)N=c2s/c(=C/c3ccc(F)cc3)c(=O)n2C1c1cccc([N+](=O)[O-])c1 (stereo unspecified)
  RNase H inhibition = 0%
structure: Cc1ccc(NC(=O)C2CC(=O)N(c3cc(C)ccc3C)C2)cc1 (stereo unspecified)
  RNase H inhibition = 2%

# Next part
SMILES,RNase H inhibition
CCC(C)NC(=O)CN(c1ccc(Br)cc1)S(C)(=O)=O (stereo unspecified),3%
FC(F)(F)c1cc(-c2ccccc2)nc2ncnn12,17%
O=C(CN1CCSCC1)N/N=C/c1ccc(F)cc1,0%
COc1cc(/C=C2\SC(=Nc3ccc(C)c(Cl)c3)NC2=O)cc(OC)c1OC,21%
COc1cccc(OC)c1C(=O)NCc1ccccc1Cl,9%
CCOC(=O)c1ccc(N2C(=O)CC(N3CCN(c4ccccn4)CC3)C2=O)cc1 (stereo unspecified),1%
COc1cccc(NC(=O)c2ccccc2I)c1,15%
COc1ccc(N2CCN(Cc3ccc4ccc5cccc6ccc3c4c56)CC2)cc1,27%
NC(=O)C1CCN(C(=O)CCc2ccccc2)CC1,0%
C(=N\c1nc2ccccc2n1CCN1CCCCC1)/c1ccc2c(c1)OCO2,20%
CCOC(=O)c1c(-c2ccc(Br)cc2)csc1NC(=O)c1ccco1,18%
CCOc1ccc(C(=O)Nc2cc(-c3nc4ccccc4o3)ccc2OC)cc1Br,22%
COC(=O)COc1c(Cl)cc(C=O)cc1Br,4%
Nc1nnnn1/N=C/c1ccc(-c2cccc(Cl)c2)o1,35%
CC(C)c1ccccc1OCCCN1CCOCC1,4%
CCCN(CCC)c1ccc(/C=N/OC(=O)c2ccc(C)cc2)cc1,9%
COc1ccccc1C(=O)Nc1cc(-c2nc3cc(Cl)ccc3o2)ccc1C,31%
O=C(N/N=C/c1ccccc1F)c1cc(Br)ccc1O,10%
Fc1ccccc1C1CC(c2ccc(Cl)cc2)=NN1c1cccc(Br)c1 (stereo unspecified),9%
O=C(Cc1cccc2ccccc12)Nc1ccc2c(c1)OCCO2,9%
COc1ccccc1N1CCN(/N=C\c2ccc(Cl)cc2Cl)CC1,9%
COc1ccc(CC(=O)NC(C)C2COc3ccccc3O2)cc1OC (stereo unspecified),3%
O=[N+]([O-])c1cccc(C=Nc2ccc(Cl)cc2Cl)c1,4%
O=[N+]([O-])c1ccc(OCCCCN2CCCCC2)cc1,0%
